# Source: PubChem BioAssay (several laboratories)
# PREPL inh: inhibits the human prolyl oligopeptidase-like enzyme; Q4J6C6; recombinant PREPL, fluorescence polarization activity-based probe; inhibition, % at 5.96 µM; 320,000 tested, 0.68% active; in the data active = inhibition above about 43%;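 also: 0% = enzyme with DMSO and 100% = wells lacking enzyme; many of its hits are not listed in these tables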
# PP5 primary: inhibitors of human protein phosphatase 5 (PP5); purified PP5c, OMFP substrate fluorescence; 320,000 tested, 0.18% active; AID 1987; inhibition, % at 6.7 µM;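 active = inhibition above the campaign's mean inhibition across all tested compounds plus 3 SD, cut at about 9.5% in these data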;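 also: 0% = DMSO only and 100% = 100 µM cantharidin control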
# Target sequence (P53041 whole entry, looked up): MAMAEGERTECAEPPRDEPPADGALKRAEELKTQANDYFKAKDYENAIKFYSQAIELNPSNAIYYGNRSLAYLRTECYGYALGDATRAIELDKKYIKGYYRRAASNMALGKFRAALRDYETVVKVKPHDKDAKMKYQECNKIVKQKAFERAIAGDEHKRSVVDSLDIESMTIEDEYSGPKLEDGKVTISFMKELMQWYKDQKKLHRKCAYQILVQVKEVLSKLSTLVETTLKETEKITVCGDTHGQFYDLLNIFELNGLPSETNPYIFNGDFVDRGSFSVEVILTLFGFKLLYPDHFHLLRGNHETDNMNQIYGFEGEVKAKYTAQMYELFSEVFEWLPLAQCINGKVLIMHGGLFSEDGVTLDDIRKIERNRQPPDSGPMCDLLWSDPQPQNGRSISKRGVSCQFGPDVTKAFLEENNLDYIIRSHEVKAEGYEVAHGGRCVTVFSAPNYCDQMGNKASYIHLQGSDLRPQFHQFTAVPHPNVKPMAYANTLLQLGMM
# PP1 counter: blocks human PP1-alpha phosphatase, a PP5 counter-screen; purified PP1alpha, OMFP fluorescence; 320,000 tested, 0.9% active; inhibition, % at 6.7 µM; P62136; AID 2235;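 active = inhibition above the mean inhibition of all tested compounds plus 3 SD, computed separately for each screening campaign, cut at about 15% in these data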
# GASC-1 inh: inhibitors of human GASC-1 (JMJD2C) demethylase | Q9H3R0 | inhibition, % at 2.35 µM | 330,000 tested, 0.069% active | GST-JMJD2C(1-420) H3K9me3 demethylation, DELFIA europium;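 active = more than half of a compound's replicate wells show inhibition beyond 50%, single wells judged on their own value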;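 also: signal counts dimethyl H3K9 product captured on neutravidin plate; 0% = median of DMSO wells and 100% = 0.3 times that DMSO median; strong numbers were not always called active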
# Target sequence (Q9H3R0 1-420 limits assumed): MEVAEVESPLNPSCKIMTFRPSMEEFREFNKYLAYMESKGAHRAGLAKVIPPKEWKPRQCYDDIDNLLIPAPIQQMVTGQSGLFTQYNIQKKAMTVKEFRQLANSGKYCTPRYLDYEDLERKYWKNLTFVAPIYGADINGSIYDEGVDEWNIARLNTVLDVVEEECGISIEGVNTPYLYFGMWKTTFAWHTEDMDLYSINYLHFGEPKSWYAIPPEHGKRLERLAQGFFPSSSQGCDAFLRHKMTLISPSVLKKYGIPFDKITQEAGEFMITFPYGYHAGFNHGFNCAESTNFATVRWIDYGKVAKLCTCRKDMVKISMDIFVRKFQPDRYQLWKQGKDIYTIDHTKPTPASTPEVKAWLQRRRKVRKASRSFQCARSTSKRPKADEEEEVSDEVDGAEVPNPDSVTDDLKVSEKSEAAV
# Efflux pump inh: blocks antifungal efflux pumps in multiplex yeast assay; S. cerevisiae Candida pump triplex, Nile Red efflux; inhibition, % at 10 µM; 330,000 tested, 0.44% active;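 active = plate passing quality check with inhibition over a set limit, or well fluorescence over plate mean plus 4 SD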;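 also: Nile Red retained in pooled yeast measured as flow cytometry median fluorescence; 0% = buffer negative control and 100% = Enniatin B positive control; higher means more Nile Red kept so more efflux inhibition; some compounds called inactive have numbers as strong as hits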
# core dimer inh: blocks dimerization of HCV core protein; TR-FRET GST/Flag-core106 dimerization, 1536-well; inhibition, % at 5 µM; 300,000 tested, 0.33% active; AID 1899;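 active = inhibition above the mean of all tested compounds plus 3 SD, set per screening campaign, cut at about 45% in these data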
#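 System: GST-tagged and Flag-tagged HCV core protein residues 1-106 / Input: core106 proteins, GST 13.5 nM and Flag 17 nM / Buffer or medium: KF-containing HEPES buffer, pH 7.45, DTT, CHAPS, BSA / Probe or stimulus: Eu-anti-GST and XL665-anti-Flag labelled anti-tag antibodies / Schedule: 4 h, 22.5 °C incubation / Technique: TR-FRET 671 and 617 nm emission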
# CTSL1 counter: cathepsin L1 inhibition, PFM18AAP counter-screen | recombinant F. hepatica cathepsin L1, Z-Leu-Arg-MCA fluorescence | inhibition, % at 5.96 µM | 300,000 tested, 0.49% active | AID 1906;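 active = inhibition above the mean of all tested compounds plus 3 SD, set per screening campaign, cut at about 17% in these data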;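 also: 0% = plate median of test compound wells and 100% = 1 µM Z-Phe-Ala-diazomethylketone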
# TPT1 inh: inhibitors of Candida albicans tRNA 2'-phosphotransferase TPT1. recombinant caTPT1, FP RNA substrate dephosphorylation. inhibition, % at 5 µM. 300,000 tested, 0.81% active. AID 1962;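 active = inhibition above the mean of all tested compounds plus 3 SD, set per screening campaign, cut at about 24% in these data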;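 also: plate controls were DMSO alone for no effect and ferristatin control at 100 nM for full effect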
# LYPLA2 inh: LYPLA2 (human) inhibition in PME1 counter-screen. 320,000 tested, 0.38% active. inhibition, % at 5.9 µM. recombinant LYPLA2, FP-Rh probe fluorescence polarization;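 active = inhibition above the screen-wide mean plus 3 SD, limit set per campaign, cut at about 26% in these data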;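 also: 0% = LYPLA2 with DMSO and 100% = wells lacking LYPLA2 enzyme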
# Starred values were filed as active, the others as inactive; i = inactive; . = no result given; & = joins results of further samples. This is a subset; count on the stated rates, not on these rows.
nr	mol	PREPL inh	PP5 primary	PP1 counter	GASC-1 inh	Efflux pump inh
1	Cc1cc([N+](=O)[O-])ccc1N1C(=O)c2ccc(C(=O)Nc3ccccc3C(=O)O)cc2C1=O	8	-2.0	2	-3	-0.2
2	Nc1nc(COc2ccccc2C=O)nc(Nc2ccccc2)n1	-3	1.1	1	4	-0.1
3	Cc1cccc(OCC(=O)N(C)c2c(N)n(Cc3ccccc3)c(=O)[nH]c2=O)c1C	3	0.7	-3	-7	0.7
4	CC(C)(C)OC(=O)NCCc1n[nH]c(=S)o1	5	-2.8	-4	-20	0.1
5	O=C(c1cnn(C(=O)c2ccccc2F)c1)c1ccccc1O	10	0.3	-3	.	0.2
6	Cc1ccc(-c2c(CC(=O)O)c(C)nc3sc4c(c23)CCCC4)cc1	1	-1.4	-2	-6	0.0
7	CCCCn1c(N)c(N(CC(C)C)C(=O)C2CC(=O)N(CCc3ccccc3)C2)c(=O)[nH]c1=O (configuration not stated)	6	2.0	1	33	0.0
8	Cc1nn(CCC(=O)NNC(=S)Nc2ccc(F)cc2)c(C)c1[N+](=O)[O-]	2	-0.1	0	5	-0.1
9	CC1CCC2C(C1)OS(=O)(=O)NC2(C)C (configuration not stated)	-8	-0.8	-3	i	0.1
10	COc1cc(OC)cc(C(=O)N/N=C/c2ccc(OC)c(COc3ccc(F)cc3)c2)c1	-19	1.6	3	-9	0.0
11	COc1ccc(C(=O)NNC(=O)Cc2nc3nc(C)cc(C)n3n2)cc1	9	1.1	2	4	0.0
12	Cc1cccc(N2CCN(C(=O)CCNS(=O)(=O)c3ccc4c(c3)oc(=O)n4C)CC2C)c1 (configuration not stated)	9	2.4	-1	-1	-0.1
13	O=C(COc1ccccc1-c1ccccc1)c1ccccc1	-9	0.1	-1	3	1.1
14	CCOC(=O)n1c(=O)n(Cc2ccc(Cl)c(Cl)c2)c2ccccc21	-10	3.6	1	23	0.2
15	O=C(c1cc(-c2ccco2)nc2ccccc12)N1CCCC(C(F)(F)F)C1 (configuration not stated)	5	0.8	3	4	0.2

nr	core dimer inh	CTSL1 counter	TPT1 inh	LYPLA2 inh
1	2	2	-6	2
2	11	0	-2	-5
3	.	.	.	-4
4	-1	-1	-1	-2
5	.	.	.	-3
6	8	-1	-2	0
7	-4	0	-3	7
8	-2	-2	-3	-2
9	-5	-2	-4	0
10	24	-1	-3	-50
11	-10	-1	-3	11
12	6	-2	-2	14
13	2	1	0	-5
14	8	2	2	5
15	.	.	.	-6

# Entries by screen from the entries so far:
# PREPL inh, nos. 3–13 → 3, 5, 10, 1, 6, 2, -8, -19, 9, 9, -9
# PP5 primary, nos. 3–13 → 0.7, -2.8, 0.3, -1.4, 2.0, -0.1, -0.8, 1.6, 1.1, 2.4, 0.1

# (further entries)
nr	mol	PREPL inh	PP5 primary	PP1 counter	GASC-1 inh	Efflux pump inh
16	C=CC[C@]12CC=CC(=O)[C@@]1(O)O[C@H](c1ccc(OC)c(OC)c1)[C@H]2C	7	2.4	2	3	0.4
17	O=C(CN1C(=O)c2ccccc2S1(=O)=O)Nc1ccc(S(=O)(=O)N2CCCCCC2)cc1	-4	3.5	-2	11&-19	0.1
18	CC1(C)NC(=O)N(CC(=O)Nc2cc(C(F)(F)F)cc(C(F)(F)F)c2)C1=O	5	3.4	0	5	0.0
19	O=C(Nc1ccn(-c2ccccc2)n1)c1ccccc1Br	4	0.5	3	1	0.1
20	COc1ccc(Cn2c(=O)oc3ccccc32)cc1F	0	-0.3	-4	-9	-0.1
21	CCN1C(=O)NC(c2cc(Br)ccc2OC)C(C(=O)OC)=C1C (configuration not stated)	-1	1.4	5	-1	0.1
22	Cc1cccnc1NC(=O)CNC(=O)C12CC3CC(CC(C3)C1)C2	3	1.9	0	2	0.0
23	O=C(Nc1ccc(-c2nc3ccccc3o2)cc1)c1ccc(N2CCOCC2)c([N+](=O)[O-])c1	10	-0.8	-5	1	0.1
24	O=C(Cc1cccc2ccccc12)NCCc1ccccc1	-5	-1.9	1	11	-0.1
25	CN(Cc1ccc(Cl)cc1Cl)C(=O)c1cc(=O)c2ccccc2o1	18	2.1	0	-3	0.0
26	COc1ccc(/C=C/C(=O)c2cc(F)ccc2OC(=O)c2ccccc2C)cc1OC	-10	2.4	3	-7	0.8
27	CCNC(=O)CCSc1nnc(-c2ccncc2)o1	6	1.9	2	0	-0.2
28	Cc1ccccc1OCCn1c(C)nc2ccccc21	-1	0.0	1	-1	-0.1
29	Cc1ccccc1Cn1ccc(NC(=O)c2cc3ncc(Br)cn3n2)n1	1	0.7	5	3	-0.1
30	CCCNS(=O)(=O)c1cccc(C(=O)OCc2cc(=O)oc3cc(OC)ccc23)c1	4	0.1	5	-2	0.1

nr	core dimer inh	CTSL1 counter	TPT1 inh	LYPLA2 inh
16	-4	2	3	-1
17	11	-5	2	2
18	-4	0	-1	-4
19	9	3	34*	2
20	11	0	-1	-6
21	0	0	-2	2
22	2	-2	-3	5
23	2	5	1	-8
24	5	0	-2	-8
25	12	0	-3	6
26	-5	-2	3	0
27	7	0	-2	6
28	-7	0	-2	4
29	11	1	0	5
30	29	4	1	2

nr	mol	PREPL inh	PP5 primary	PP1 counter	GASC-1 inh	Efflux pump inh
31	CCOC(=O)c1c(C)[nH]c(C)c1C(=O)CSc1nc2ccccc2c(=O)n1-c1ccccc1C	-2	2.6	2	2	-0.1
32	C#CCOCCOCCOCCNc1nc(N2CCN(C(=O)CCCCCCCCCCNC(=O)[C@H](CCCCN)n3cc(CCCC(=O)O)nn3)CC2)nc(N2CCN(C(=O)CCCCCCCCCCNC(=O)[C@@H]([C@H](C)O)n3cc(C)nn3)CC2)n1	18	0.0	3	4	-0.2
33	COc1ccc(CCNC(=O)NC23CC4CC(CC(C4)C2)C3)cc1OC	0	0.6	0	0	0.0
34	CC1Cc2ccccc2N1C(=O)CSc1nc2ccccc2o1 (configuration not stated)	-4	1.7	0	8	0.0
35	CC(C1CC1)N(Cc1ccccc1)C(=O)NC(=O)c1cccc(F)c1 (configuration not stated)	15	-1.8	-5	-4	0.0
36	CC(C)(C)n1nc2c(c1NC(=O)c1ccc(C(F)(F)F)cc1)CS(=O)(=O)C2	-8	3.0	2	-6	0.1
37	CCOC(=O)C1=C(COC(=O)c2cccc(NC(C)=O)c2)NC(=O)NC1C (configuration not stated)	-14	1.9	-1	-4	0.1
38	Cc1ccnc(NC(=S)NC(=O)c2cncc(Br)c2)c1	11	-0.6	1	-1	0.1
39	COc1ccc(-n2c(Cc3cccn3C)nnc2SCC(=O)N2CCCC2)cc1	7	-2.7	-3	2	-0.1
40	CC12CCC(=O)N1C(C(=O)N1CCN(c3ccccc3)CC1)CS2 (configuration not stated)	22	0.8	-3	3	-0.1
41	Cc1ccc2occ(CN3CCN(c4ccccc4)CC3)c(=O)c2c1	13	0.4	-4	3	4.4
42	c1ccc(OCCCCN2CCOCC2)cc1	2	1.1	-1	2	0.1
43	CCOCCCN1CC(=O)N2[C@@H](Cc3c([nH]c4ccccc34)C2(C)C)C1=O	-8	2.1	-4	10	0.1
44	CCc1ccc(CN2CCN(S(=O)(=O)Cc3ccccc3)CC2)cc1	-22	0.7	5	-4	0.0
45	N#CCCN(C(=O)COC(=O)C1CCN(S(=O)(=O)c2ccc3c(c2)OCCO3)CC1)c1ccccc1	-4	0.0	-6	-3	-0.1

nr	core dimer inh	CTSL1 counter	TPT1 inh	LYPLA2 inh
31	12	1	1	-6
32	-18	5	-2	11
33	-1	-5	-2	7
34	1	3	2	1
35	-4	2	-4	3
36	-5	0	3	1
37	2	0	-3	0
38	-18	-2	1	7
39	1	-1	-2	-6
40	-4	-4	2	-4
41	3	1	-3	5
42	3	4	-1	7
43	7	-2	-1	3
44	-2	-2	-2	2
45	5	0	2	2

# 4 compounds already listed, sorted by the number in PREPL inh, rising:
nr | structure | PREPL inh
33 | COc1ccc(CCNC(=O)NC23CC4CC(CC(C4)C2)C3)cc1OC | 0
41 | Cc1ccc2occ(CN3CCN(c4ccccc4)CC3)c(=O)c2c1 | 13
32 | C#CCOCCOCCOCCNc1nc(N2CCN(C(=O)CCCCCCCCCCNC(=O)[C@H](CCCCN)n3cc(CCCC(=O)O)nn3)CC2)nc(N2CCN(C(=O)CCCCCCCCCCNC(=O)[C@@H]([C@H](C)O)n3cc(C)nn3)CC2)n1 | 18
40 | CC12CCC(=O)N1C(C(=O)N1CCN(c3ccccc3)CC1)CS2 (configuration not stated) | 22

# (more compounds)
nr	mol	PREPL inh	PP5 primary	PP1 counter	GASC-1 inh	Efflux pump inh
46	COc1ccc(CNC(=O)C(c2ccco2)N(C(=O)c2snc(C(N)=O)c2N)c2ccccc2OC)cc1 (configuration not stated)	5	-1.6	-3	6	0.1
47	O=C(Oc1ccc(OC(=O)c2ccco2)c(S(=O)(=O)c2ccc(Br)cc2)c1)c1ccco1	94*	1.6	0	5	0.0
48	Cc1ccc(Nc2nc(NCCO)c3ccccc3n2)cc1C	56*	0.0	1	6	-0.1
49	COc1ccc(Cl)cc1CN1CCN(c2nc(C)cc(C)c2C#N)CC1	-6	2.2	0	18	-0.1
50	Cc1ccccc1N1C(=O)C(Oc2ccc(Cl)cc2)C1CNCC1CCCO1 (configuration not stated)	9	4.3	0	-11	-0.1
51	COc1ccc(Cn2ccnc2SCC(=O)Nc2nnc(C)s2)cc1	1	-2.5	-1	7	0.0
52	COc1ccccc1C1=NOC(C)(c2nnc(Cc3ccccc3)o2)C1 (configuration not stated)	-5	-0.4	2	-1	-0.2
53	CC(=O)c1c(COC(=O)c2ccc(Cl)cc2)nc2ccccc2[n+]1[O-]	15	-0.7	-2	-4	-0.1
54	COc1cccc(CC(=O)NC2CCSc3ccccc32)c1 (configuration not stated)	2	0.0	1	-14	-0.1
55	COc1cc(C(=O)NCCc2cn3ccccc3n2)cc(OC)c1OC	-12	2.2	-2	18	0.1
56	CN(C(=O)c1ccc(Br)o1)C1(C)CCS(=O)(=O)C1 (configuration not stated)	16	3.1	-1	-2	-0.7
57	C=CCN1C(=O)C2C(C(=O)NC3CCCC3)C3(C)C=CC2(O3)C1C(=O)NC1CCCC1 (configuration not stated)	4	-0.5	2	-2	0.1

nr	core dimer inh	CTSL1 counter	TPT1 inh	LYPLA2 inh
46	19	2	0	3
47	-3	-4	-3	-3
48	-1	-1	-2	-4
49	1	0	-39	4
50	0	3	1	0
51	7	2	1	-3
52	-1	-2	-2	2
53	4	-1	1	8
54	-2	-6	-2	-6
55	4	-3	2	-8
56	-5	-2	0	0
57	-4	3	-5	3

# Part of the list above, field by field.
47) O=C(Oc1ccc(OC(=O)c2ccco2)c(S(=O)(=O)c2ccc(Br)cc2)c1)c1ccco1
  PREPL inh: 94*	PP5 primary: 1.6	PP1 counter: 0	GASC-1 inh: 5	Efflux pump inh: 0.0	core dimer inh: -3	CTSL1 counter: -4	TPT1 inh: -3	LYPLA2 inh: -3
48) Cc1ccc(Nc2nc(NCCO)c3ccccc3n2)cc1C
  PREPL inh: 56*	PP5 primary: 0.0	PP1 counter: 1	GASC-1 inh: 6	Efflux pump inh: -0.1	core dimer inh: -1	CTSL1 counter: -1	TPT1 inh: -2	LYPLA2 inh: -4
